Screens from PubChem.
PP5 primary: PP5 phosphatase inhibitors, primary screen, biochemical, fluorescence | purified PP5c, OMFP substrate fluorescence | inhibition, % at 6.7 µM | actives 0.18% (n = 320,000);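 active means inhibition above the campaign's mean inhibition across all tested compounds plus 3 SD, cut at about 9.5% in these data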;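 further: 0% = DMSO only and 100% = 100 µM cantharidin control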
TPT1 inhibitor: Candida albicans TPT1 enzyme inhibitors, primary screen, biochemical, fluorescence polarization. tRNA 2'-phosphotransferase TPT1 (Candida albicans SC5314). recombinant caTPT1, FP RNA substrate dephosphorylation. inhibition, % at 5 µM. actives 0.81% (n = 300,000). AID 1962, 2009;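 active means inhibition above the mean of all tested compounds plus 3 SD, set per screening campaign, cut at about 24% in these data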;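 further: plate controls were DMSO alone for no effect and ferristatin control at 100 nM for full effect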
PREPL inh: PREPL enzyme inhibitors, primary screen, biochemical, fluorescence polarization; AID 2751, 2010; recombinant PREPL, fluorescence polarization activity-based probe; actives 0.68% (n = 320,000); inhibition, % at 5.96 µM; Prolyl endopeptidase-like (Homo sapiens), Q4J6C6; in the data active means inhibition above about 43%;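 further: 0% = enzyme with DMSO and 100% = wells lacking enzyme; many of its hits are not listed in these tables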
JMJD2C inh: inhibitors of GASC-1 histone demethylase, primary screen, biochemical, fluorescence, DELFIA europium; inhibition, % at 2.35 µM; actives 0.069% (n = 330,000); GST-JMJD2C(1-420) H3K9me3 demethylation; Lysine-specific demethylase 4C (Homo sapiens), Q9H3R0;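 active means more than half of a compound's replicate wells show inhibition beyond 50%, single wells judged on their own value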;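 further: signal counts dimethyl H3K9 product captured on neutravidin plate; 0% = median of DMSO wells and 100% = 0.3 times that DMSO median; strong numbers were not always called active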
Target sequence (Q9H3R0 1-420 limits assumed): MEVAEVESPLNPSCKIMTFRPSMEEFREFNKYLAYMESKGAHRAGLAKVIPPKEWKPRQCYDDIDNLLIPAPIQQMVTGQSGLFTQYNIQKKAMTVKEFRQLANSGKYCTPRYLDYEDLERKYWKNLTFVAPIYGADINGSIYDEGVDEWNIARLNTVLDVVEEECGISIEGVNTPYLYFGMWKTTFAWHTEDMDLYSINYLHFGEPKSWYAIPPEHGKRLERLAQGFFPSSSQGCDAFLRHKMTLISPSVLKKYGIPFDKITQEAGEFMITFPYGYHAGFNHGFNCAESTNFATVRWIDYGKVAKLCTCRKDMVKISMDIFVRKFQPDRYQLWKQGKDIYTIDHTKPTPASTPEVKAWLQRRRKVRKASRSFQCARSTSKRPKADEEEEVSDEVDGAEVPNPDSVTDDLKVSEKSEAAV
HCV core dimer: inhibitors of HCV core protein dimerization, primary screen, biochemical, TR-FRET, high-throughput | TR-FRET GST/Flag-core106 dimerization, 1536-well | inhibition, % at 5 µM | actives 0.33% (n = 300,000);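 active means inhibition above the mean of all tested compounds plus 3 SD, set per screening campaign, cut at about 45% in these data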
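Material: Tagged HCV core106 pair (GST and Flag) | Amount: GST-core106 13.5 nM, Flag-core106 17 nM | Medium: KF-containing HEPES buffer, pH 7.45, DTT, CHAPS, BSA | Reagent: Eu donor and XL665 acceptor anti-tag antibodies | Schedule: 4 h at 22.5 °C | Technique: Time-resolved FRET, ex 340 nm, em 617 and 671 nm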
LYPLA2 counter: LYPLA2 inhibitors, primary screen, counter-screen for PME1 inhibitor project, biochemical, fluorescence polarization, FP-Rh probe ABPP; Acyl-protein thioesterase 2 (Homo sapiens), O95372; recombinant LYPLA2; inhibition, % at 5.9 µM; actives 0.38% (n = 320,000);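 active means inhibition above the screen-wide mean plus 3 SD, limit set per campaign, cut at about 26% in these data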;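 further: 0% = LYPLA2 with DMSO and 100% = wells lacking LYPLA2 enzyme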
Target sequence (O95372 whole entry, looked up): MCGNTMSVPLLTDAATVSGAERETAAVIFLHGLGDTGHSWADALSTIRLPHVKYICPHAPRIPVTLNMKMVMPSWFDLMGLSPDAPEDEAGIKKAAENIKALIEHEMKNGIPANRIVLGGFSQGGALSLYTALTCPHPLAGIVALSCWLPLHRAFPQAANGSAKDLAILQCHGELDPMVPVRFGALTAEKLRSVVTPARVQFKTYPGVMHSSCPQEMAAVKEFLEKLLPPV
Efflux pump inh: inhibitors of Candida efflux pumps in yeast, primary screen, S. cerevisiae, Nile Red, multiplex | S. cerevisiae Candida pump triplex | inhibition, % at 10 µM | actives 0.44% (n = 330,000);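 active means plate passing quality check with inhibition over a set limit, or well fluorescence over plate mean plus 4 SD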;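 further: Nile Red retained in pooled yeast measured as flow cytometry median fluorescence; 0% = buffer negative control and 100% = Enniatin B positive control; higher means more Nile Red kept so more efflux inhibition; some compounds called inactive have numbers as strong as hits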
Fh CTSL1 inh: Fasciola hepatica cathepsin L1 inhibitors, primary screen, counter-screen for PFM18AAP inhibitor project, biochemical, QFRET, fluorogenic peptide substrate; recombinant F. hepatica cathepsin L1, Z-Leu-Arg-MCA fluorescence; inhibition, % at 5.96 µM; actives 0.49% (n = 300,000); AID 1906, 2009;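 active means inhibition above the mean of all tested compounds plus 3 SD, set per screening campaign, cut at about 17% in these data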;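 further: 0% = plate median of test compound wells and 100% = 1 µM Z-Phe-Ala-diazomethylketone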
PP1 counter: PP1-alpha phosphatase inhibitors, primary screen, counter-screen for PP5 inhibitor project, biochemical, fluorescence, OMFP substrate, single point | Serine/threonine-protein phosphatase PP1-alpha catalytic subunit (Homo sapiens), P62136 | purified PP1alpha | inhibition, % at 6.7 µM | actives 0.9% (n = 320,000) | AID 2235, 2010;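 active means inhibition above the mean inhibition of all tested compounds plus 3 SD, computed separately for each screening campaign, cut at about 15% in these data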
Target sequence (P62136 whole entry, looked up): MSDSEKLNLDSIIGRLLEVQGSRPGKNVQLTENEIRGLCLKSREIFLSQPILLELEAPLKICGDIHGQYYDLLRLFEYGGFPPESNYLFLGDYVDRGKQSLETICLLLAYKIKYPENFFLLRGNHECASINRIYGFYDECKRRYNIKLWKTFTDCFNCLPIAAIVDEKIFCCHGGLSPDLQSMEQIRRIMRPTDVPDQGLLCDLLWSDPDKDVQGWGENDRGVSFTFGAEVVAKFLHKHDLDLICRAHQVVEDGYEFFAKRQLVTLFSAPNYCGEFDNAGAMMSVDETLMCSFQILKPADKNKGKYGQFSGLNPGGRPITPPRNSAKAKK
Starred values were filed as active, the others as inactive; . = not tested or not shown; & = joins results of further samples. Only part of the results is shown, so the mix of outcomes need not match the whole.

cpd | molecule | PP5 primary | TPT1 inhibitor | PREPL inh | JMJD2C inh | HCV core dimer
1 | Cc1ccc(-c2cc(-c3ccccc3)c(C#N)c(Br)n2)cc1 | -1.7 | 0.8 | -4.1 | 9.6 | 41.8
2 | COc1ccc(S(=O)(=O)N2CC3C4C=CC(C4)C3C2)cc1 (stereo not given) | 1.9 | -0.3 | 3.6 | . | 4.9
3 | COc1cc(/C=C(\C#N)C(=O)Nc2ccc(SC(F)F)cc2)cc(OC)c1OC | 1.2 | 1.2 | 2.4 | 3.5 | 0.3
4 | Cc1cc(C)cc(NC(=O)CN2CCC(NC(=O)c3ccccc3F)CC2)c1 | -2.5 | -0.5 | -8.1 | 3.8 | 9.5
5 | Cc1cc2nc3n(c2cc1C)CC1CC(C(=O)NCC2CC2)N(C)C31 (stereo not given) | 1.5 | -1.4 | 11.5 | 5.9 | -11.4
6 | Cc1cc(C(=O)N2CCN(S(=O)(=O)c3ccccc3)CC2)c(C)o1 | 4.3 | 0.8 | 6.9 | 15.8 | 4.0
7 | Cc1nn(Cc2ccccc2)c(Cl)c1C(=O)OCC(=O)NC(=O)NC12CC3CC(CC(C3)C1)C2 | 5.1 | -1.2 | 6.8 | -1.4 | 11.2
8 | CCn1cc(C2C(C(=O)Nc3ccc(Br)cn3)=C(C)NC3=C2C(=O)CCC3)c(C)n1 (stereo not given) | 1.9 | -3.3 | 4.7 | -15.9 | -6.2

cpd | LYPLA2 counter | Efflux pump inh | Fh CTSL1 inh | PP1 counter
1 | 3.6 | -0.1 | -0.6 | -0.3
2 | -0.1 | 0.1 | -16.3 | -4.4
3 | -9.3 | -0.1 | -0.1 | -4.3
4 | -1.2 | 0.0 | -0.2 | 1.1
5 | -0.2 | -0.1 | 0.3 | -2.0
6 | -1.0 | 0.0 | -2.8 | -6.8
7 | -4.6 | 0.4 | -2.2 | -0.8
8 | 4.0 | 0.0 | -1.0 | 1.4

cpd | molecule | PP5 primary | TPT1 inhibitor | PREPL inh | JMJD2C inh | HCV core dimer
9 | Cc1cccc(OCC(=O)Nc2nc3ccc([N+](=O)[O-])cc3s2)c1 | 2.8 | 1.5 | -0.1 | -2.5 | 1.5
10 | Cc1ccc2cc(CN(Cc3ccco3)C(=S)NCC3CCCO3)c(=O)[nH]c2c1 (stereo not given) | 2.6 | -0.1 | 8.1 | -3.1 | 2.5
11 | CC1CCN(C(=S)NC(=O)c2ccccc2Br)CC1 | -0.4 | -0.6 | 13.1 | 5.7 | -4.0
12 | Cc1ccc(C)c(NS(=O)(=O)c2c(C)[nH]c(C)c2C(=O)N2CCCCC2)c1 | -0.3 | -5.5 | 28.9 | 3.4 | -13.2
13 | CCN(Cc1nc2ccccc2c(=O)[nH]1)Cc1nc2ccsc2c(=O)[nH]1 | 0.8 | -0.6 | -3.5 | -1.5 | -1.6
14 | O=C(Nc1cc(F)ccc1F)C1CCCN(c2ncnc3c2nc2n3CCCCC2)C1 (stereo not given) | 2.0 | 1.1 | -3.2 | -17.2 | -1.6
15 | O=[N+]([O-])c1ccccc1N/N=C\c1ccccc1F | -2.3 | -2.1 | 1.2 | 3.2 | 1.8
16 | CC(C)N1C(=O)CCC1C(=O)NCCc1ccc(Cl)cc1 (stereo not given) | -0.6 | -3.0 | 0.4 | 0.8 | 14.0

cpd | LYPLA2 counter | Efflux pump inh | Fh CTSL1 inh | PP1 counter
9 | -4.2 | 0.0 | -0.9 | 11.8
10 | -0.5 | 0.1 | -4.6 | 0.2
11 | 3.7 | 0.4 | -0.4 | -6.0
12 | 1.0 | 0.1 | 3.5 | 3.3
13 | 10.5 | 0.1 | -5.5 | 1.4
14 | -0.5 | 0.1 | 2.7 | -1.2
15 | 0.4 | 0.2 | 3.2 | -2.6
16 | 2.9 | 0.2 | -0.7 | -2.0

3 entries from above, arranged by the value under Efflux pump inh, falling.
| no. | SMILES | PP5 primary | TPT1 inhibitor | PREPL inh | JMJD2C inh | HCV core dimer | Efflux pump inh |
| --- | --- | --- | --- | --- | --- | --- | --- |
| 11 | CC1CCN(C(=S)NC(=O)c2ccccc2Br)CC1 | -0.4 | -0.6 | 13.1 | 5.7 | -4.0 | 0.4 |
| 15 | O=[N+]([O-])c1ccccc1N/N=C\c1ccccc1F | -2.3 | -2.1 | 1.2 | 3.2 | 1.8 | 0.2 |
| 13 | CCN(Cc1nc2ccccc2c(=O)[nH]1)Cc1nc2ccsc2c(=O)[nH]1 | 0.8 | -0.6 | -3.5 | -1.5 | -1.6 | 0.1 |

A different layout for part of the listing above.
Every second line gives: PP5 primary, TPT1 inhibitor, PREPL inh, JMJD2C inh, HCV core dimer, LYPLA2 counter, Efflux pump inh, Fh CTSL1 inh, PP1 counter
9. Cc1cccc(OCC(=O)Nc2nc3ccc([N+](=O)[O-])cc3s2)c1
 : 2.8, 1.5, -0.1, -2.5, 1.5, -4.2, 0.0, -0.9, 11.8
10. Cc1ccc2cc(CN(Cc3ccco3)C(=S)NCC3CCCO3)c(=O)[nH]c2c1 (stereo not given)
 : 2.6, -0.1, 8.1, -3.1, 2.5, -0.5, 0.1, -4.6, 0.2
11. CC1CCN(C(=S)NC(=O)c2ccccc2Br)CC1
 : -0.4, -0.6, 13.1, 5.7, -4.0, 3.7, 0.4, -0.4, -6.0
12. Cc1ccc(C)c(NS(=O)(=O)c2c(C)[nH]c(C)c2C(=O)N2CCCCC2)c1
 : -0.3, -5.5, 28.9, 3.4, -13.2, 1.0, 0.1, 3.5, 3.3
13. CCN(Cc1nc2ccccc2c(=O)[nH]1)Cc1nc2ccsc2c(=O)[nH]1
 : 0.8, -0.6, -3.5, -1.5, -1.6, 10.5, 0.1, -5.5, 1.4
14. O=C(Nc1cc(F)ccc1F)C1CCCN(c2ncnc3c2nc2n3CCCCC2)C1 (stereo not given)
 : 2.0, 1.1, -3.2, -17.2, -1.6, -0.5, 0.1, 2.7, -1.2
15. O=[N+]([O-])c1ccccc1N/N=C\c1ccccc1F
 : -2.3, -2.1, 1.2, 3.2, 1.8, 0.4, 0.2, 3.2, -2.6

New compounds follow:
cpd | molecule | PP5 primary | TPT1 inhibitor | PREPL inh | JMJD2C inh | HCV core dimer
17 | CS(=O)(=O)c1ccc2nc(NC(=O)CN3CCCCCC3)sc2c1 | 0.4 | 1.8 | 9.2 | 12.5&-5.2 | -0.4
18 | COc1ccccc1NC(=S)N(Cc1ccco1)Cc1cc2cccc(C)c2[nH]c1=O | 3.9 | 1.6 | -1.3 | -1.6 | -4.1
19 | COc1nc(Nc2ccc(C(C)C)cc2)nc(OC)n1 | -0.5 | -1.2 | 7.0 | 6.1 | 0.3
20 | COc1ccc(C2=NN(c3ccccc3)C(c3cccs3)C2)cc1 (stereo not given) | -4.7 | -5.0 | 9.8 | 13.1 | 1.7
21 | COc1ccc(NC(=O)N2CCN(C(=O)c3ccco3)CC2)c(OC)c1 | -1.3 | 0.0 | -0.3 | 1.7 | -3.6
22 | O=C(O)CCc1ccc(-c2ccc(Br)cc2)n1NC(=O)c1ccc([N+](=O)[O-])cc1 | 1.1 | -6.1 | -1.1 | 5.5 | 4.2
23 | Cc1cc(NC(=O)CSc2nnc(C)c(=O)[nH]2)no1 | -3.3 | 0.4 | -6.1 | 12.1 | -19.1
24 | Nc1nc(N)c(N=Nc2ccc(SCC(=O)O)cc2)c(=O)[nH]1 | -0.1 | -6.2 | 1.1 | -8.3 | -15.9

cpd | LYPLA2 counter | Efflux pump inh | Fh CTSL1 inh | PP1 counter
17 | -7.3 | 0.0 | 1.2 | -3.6
18 | -0.2 | 0.1 | -4.5 | -3.9
19 | 3.9 | -0.2 | -0.7 | -1.6
20 | 3.4 | -0.2 | 14.6 | 1.4
21 | 1.2 | 0.0 | 1.7 | -3.5
22 | 4.6 | -0.1 | -0.4 | -0.5
23 | 4.2 | 0.6 | -1.0 | -9.1
24 | 3.0 | -0.2 | -1.9 | 1.0

cpd | molecule | PP5 primary | TPT1 inhibitor | PREPL inh | JMJD2C inh | HCV core dimer
25 | O=C(NC(=S)Nc1ccc(N2CCOCC2)cc1)c1ccccc1 | 3.5 | -6.0 | -1.2 | 3.9 | 0.6
26 | CN(CC(=O)Nc1cccc2c1CCCC2)S(=O)(=O)c1ccc(Br)cc1 | 4.1 | -3.4 | -3.6 | 8.0 | -0.3
27 | O=C(CCN1C(=O)CSC1=O)Nc1ccc(Br)cc1 | -0.9 | -9.8 | 5.5 | 0.8 | -4.0
28 | COc1cc(OC)c(C2=NOC(C(=O)NCc3ccc4c(c3)OCO4)C2)cc1Cl (stereo not given) | 3.0 | -2.0 | -5.6 | 3.4 | 8.9
29 | NNC(=O)CNC(c1ccccc1)c1cc(Br)ccc1NC(=O)CCN1CCOCC1 (stereo not given) | -0.2 | -4.6 | 26.1 | -3.4 | -4.5
30 | CCOC(=O)N1CCN(Cc2ccccn2)CC1 | 1.8 | -4.5 | 9.4 | 2.3 | -2.0

cpd | LYPLA2 counter | Efflux pump inh | Fh CTSL1 inh | PP1 counter
25 | -3.2 | 0.4 | -1.9 | -0.9
26 | 9.0 | 0.0 | -0.3 | 13.6
27 | 3.0 | -0.1 | 1.3 | -2.6
28 | -6.0 | 0.0 | -2.5 | -2.2
29 | -3.0 | -0.1 | 2.3 | 9.3
30 | 0.7 | 0.2 | -1.3 | 3.0
